Screening data as filed in PubChem BioAssay.
aSyn yeast inh: inhibitors of alpha-synuclein toxicity in yeast | Yeast expressing alpha-synuclein, growth rescue, BacTiter-Glo, 24 h | Potency, µM (titrated, usually from 46.1 µM), without a hit: at the top dose growth rescue (activation), actives largely listed as activators | 370,000 compounds, 0.14% hits; also: potency is read from the fitted curve at half-maximal effect; % of control where 0% means no effect; nearly all actives have a fitted effect of over 65% in size
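Rescue of yeast growth: cells expressing toxic alpha-synuclein, induced in galactose at OD600 0.02, incubated with compound 24 h at 30 C. ATP luminescence quantified growth; inhibitors of toxicity appear as activators.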
D3 antag: D3 dopamine receptor (human) antagonism; D3R cells, DiscoveRx beta-arrestin luminescence, antagonist mode; active compounds read low; AID 652054; 360,000 compounds, 2.5% hits; max response, negative = inhibition, %; P35462; in the data active = max response below about -50%; inconclusive = no clear call, values can overlap the other calls; also: % is scaled to controls: 0 for no effect and ±100 for the full control effect; mostly tested at two doses, the higher about 12 µM
Target sequence (P35462 whole entry, looked up): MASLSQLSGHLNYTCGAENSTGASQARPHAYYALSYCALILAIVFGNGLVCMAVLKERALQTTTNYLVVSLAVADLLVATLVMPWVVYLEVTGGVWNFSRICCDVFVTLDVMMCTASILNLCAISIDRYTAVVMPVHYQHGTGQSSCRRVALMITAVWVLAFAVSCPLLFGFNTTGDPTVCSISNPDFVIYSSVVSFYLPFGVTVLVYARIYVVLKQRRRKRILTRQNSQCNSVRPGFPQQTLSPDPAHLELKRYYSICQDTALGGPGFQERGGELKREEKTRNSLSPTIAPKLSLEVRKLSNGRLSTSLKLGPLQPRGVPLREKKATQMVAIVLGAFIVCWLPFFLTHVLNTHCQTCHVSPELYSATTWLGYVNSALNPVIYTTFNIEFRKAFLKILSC
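Cells plated overnight at 1500 cells/well, then exposed to library compounds with dopamine controls for 90 minutes at 37 degrees C. DiscoveRx reagent added for 30–60 minutes at room temperature; luminescence read, quantitative HTS format.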
DRD3 agonist: activates the human D3 dopamine receptor; P35462; D3R DiscoveRx beta-arrestin cells, luminescence, 90 min; max activation, %; 410,000 compounds, 0.58% hits; in the data active = max activation above about 30%; also: 0% is about no effect; mostly tested at two doses, the higher about 12 µM
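Agonist-mode cell screen: cells plated at 1500/well and incubated overnight at 37 °C, then exposed to library compounds for 90 min at 37 °C. Detection reagent was added for 30–60 min at room temperature, and luminescence was read.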
EPAC2 ag: activates human EPAC2 exchange factor; Potency, µM (highest dose often 154 µM), inactives show at the highest dose activation, hits mostly activators; Q8WZA2; EPAC2 activation, biochemical qHTS; response scale: 100% = 6.5 mM cAMP response; 360,000 compounds, 0.079% hits; also: potency is read from the fitted curve at half-maximal effect; nearly all actives have a fitted effect of over 50% in size
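Guanine nucleotide exchange by EPAC2 is measured as reduced fluorescence of BODIPY-GDP once it is released from 250 nM Rap1B. Plates are read kinetically for 30 min at room temperature; results are scaled to 6.5 mM cAMP.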
EPAC2 antag: blocks human EPAC2 exchange factor; Q8WZA2; EPAC2 GEF exchange of Rap1B-BODIPY-GDP, fluorescence; Potency, µM (titrated, usually from 114 µM), without a hit: at the top dose activity, negative = inhibition, usual class: inhibitors; 360,000 compounds, 0.18% hits; also: potency is read from the fitted curve at half-maximal effect; % is scaled to controls: 0 for no effect and ±100 for the full control effect; nearly all actives have a fitted effect of over 45% in size; many of its hits are not listed in these tables
TDP-43 yeast inh: TDP-43 toxicity inhibition in yeast | 410,000 compounds, 1.8% hits | Potency, µM (titrated, usually from 46.1 µM), inactives show at the highest dose growth rescue (activation), usual class: activators | AID 652104 | TDP-43 expressing yeast growth rescue, BacTiter-Glo, 24 h; also: potency is read from the fitted curve at half-maximal effect; % of control where 0% means no effect; nearly all actives have a fitted effect of over 50% in size
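In this qHTS, compounds that restore growth of yeast expressing TDP-43 appear as activators. Cells (OD600=0.02, galactose medium, raffinose-pregrown) are incubated with compound 24 hr at 30 deg C and growth is quantified by BacTiter-Glo.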
Abeta rescue: restores growth of yeast expressing A-beta42 peptide | yeast expressing A-beta42, growth rescue, OD600, 48 h; response scale: 0% DMSO, 100% iron-clioquinol control | Potency, µM (highest dose often 46.1 µM), without a hit: at the top dose growth rescue, usual class: activators | 410,000 compounds, 0.063% hits | AID 1347071; also: potency is read from the fitted curve at half-maximal effect; nearly all actives have a fitted effect of over 55% in size
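Growth rescue measured by 600 nm absorbance after 48 h yeast culture at 30 C with compound. Values normalized between DMSO and an equimolar ferric chloride plus clioquinol control.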
FUS yeast rescue: suppressors of FUS proteinopathy in yeast; 390,000 compounds, 0.24% hits; S. cerevisiae FUS-expressing, growth rescue, OD600, 24 h; AID 1347120; Potency, µM (doses to about 76.6 µM), inactives show at the highest dose growth rescue (activation), hits mostly activators;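 also: potency is read from the fitted curve at half-maximal effect; plate controls were DMSO vehicle for no effect and reference control for full effect; nearly all actives have a fitted effect of over 55% in size; some results filed as inactive show a strong effect at the top dose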
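Yeast FUS proteinopathy model; galactose-induced FUS (2%), starting OD 0.005. Cpds in dilution series, 24hr, 30C, 99% humidity. Abs 600 nm growth. Pos ctrl CP55940 (top 92uM final); neg ctrl DMSO.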
The depositor's hits bear a star; ? = inconclusive; nt = not tested or not shown; & = joins results of further samples; [ ] = dose if it differs, or a comment. Unless noted, calls follow the shape of the dose curve; as a rule, active = well fitted curve in the direction sought with a large enough effect; inconclusive = small, poorly fitted or top-dose-only effect, or another doubt; inactive = no such curve, though single readings can be large; an effect the other way counts as inactive or inconclusive. A portion of the library; rates above refer to the full screens.

Results follow in this order: aSyn yeast inh, D3 antag, DRD3 agonist, EPAC2 ag, EPAC2 antag, TDP-43 yeast inh, Abeta rescue, FUS yeast rescue
- COc1ccc(C(CNC(=O)CNC(=O)c2ccccc2)N2CCCC2)cc1 (stereo not given)
  4%[1.84 µM], ?, -13, 1%, 2%, 1%, 2%, 8%
- CCCOc1ccc(CNC(=O)c2oc3ccc4c(c3c2C)C(=O)CC(C)(CC)O4)cc1 (stereo not given)
  nt, nt, -1, nt, nt, 23%, 2%, 12%
- Cc1cc(C)c(C#N)c(N2CCN(Cc3ccccc3)CC2)n1
  -3%, -93*, -60, 12%, -5%, -25%, -12%, 9%
- O=S(=O)(c1cccc(Br)c1)N1CCN(C(=S)NCC2CCCO2)CC1 (stereo not given)
  -4%, 2, -7, 0%, -5%, 13%, 3%, -4%
- O=S(=O)(c1ccc(Cl)cc1)c1nc(-c2ccccc2F)oc1NCCN1CCOCC1
  -3%, -11, -10, 9%, -10%, -17%, -7%, 20%
- COc1ccccc1Nc1nc(-c2ccc3c(c2)NC(=O)CO3)cs1
  -4%, 12, -2, 6%, 3%, -12%, -8%, 9%
- Oc1ccc(/C=N/Nc2cc(N3CCOCC3)nc(N3CCOCC3)n2)cc1
  -10%, -28, -12, 7%, 3%, -16%, -20%, 8%
- O=S(=O)(c1ccc(F)cc1)N1CCC2(CC1)OCCN2S(=O)(=O)c1cccs1
  1%, -9, 6, 5%, 1%, -4%, 4%, 12%
- Cc1ccc(SCc2nc(-c3ccc(C(=O)NCc4ccccc4Cl)cc3)oc2C)cc1
  nt, nt, -15, nt, nt, -1%, -4%, -6%
- Cc1cc(C)c2nc(-c3ccccn3)cc(C(=O)Nc3ccc(S(=O)(=O)Nc4cc(C)on4)cc3)c2c1
  3%, 10, -1, 7%, -3%, -1%, 3%, 33%
- Cc1cccc(C)c1NC(=O)CN(C)CC(=O)Nc1ccccc1Br
  3%, 0, 4, 4%, 3%, 17%, 7%, 2%
- CC(Sc1nnc(-c2ccccc2F)n1N)C(=O)NCC1CCCO1 (stereo not given)
  2%, 12, -5, -2%, -5%, 22%, 12%, 5%
- CCc1ccc(C(=O)CN2CCSC2=N)cc1
  0%, -26, 0, 8%, 3%, 18%, 23%, 10%
- Cc1ccsc1/C=N/NC(=O)c1nnn(-c2nonc2N)c1CSc1ccccc1
  2%, 11, 3, -4%, -3%, -5%, 13%, -6%
- Cc1cccc(OCC(O)Cn2c(N3CCCCC3)nc3c2c(=O)[nH]c(=O)n3C)c1 (stereo not given)
  4%, 11, -11, -8%, -1%, -8%, 4%, -2%
- O=C(N/N=C/c1ccco1)C(O)c1ccccc1 (stereo not given)
  7%, -5, 1, 2%, 5%, 0%, 0%, -10%
- CCc1nnc(NC(=O)c2cccc(S(=O)(=O)N3CCCC3)c2)s1
  1%, -2, 21, 7%, -1%, 5%, 5%, 23%
- COc1ccccc1-c1nnc(SC(C)C(=O)O)n1-c1ccccc1 (stereo not given)
  4%, 18, 2, 3%, 9%, -3%, -2%, -32%
- CCCNC(=O)C1(CC2CC(c3ccccc3)=NO2)CCNCC1 (stereo not given)
  1%, 1, 10, 7%, 6%, 1%, -5%, -21%
- Cc1cc(NC(=O)c2cccs2)ccc1NC(=O)Cc1ccccc1
  -3%, -1, -2, 3%, 3%, 10%, -1%, -15%
- COc1ccc2nc(SCC(=O)Nc3ccc4c(c3)CCC4)[nH]c2c1
  9%, -1, 5, 2%, -17%, 12%, -11%, 9%
- CC1(C)CC(=O)C=C(N=CC2=C(O)CC(C)(C)CC2=O)C1
  -4%, -19, -18, 12%, 4%, -1%, -12%, -2%
- COc1nnc(-c2ccc(C)c(S(=O)(=O)NC(C)C)c2)c2ccccc12
  10%, -5, 4, 7%, -1%, 3%, 1%, 13%
- COc1ccccc1NC(=O)C1C2C=CC(C2)C1C(=O)NCc1cccnc1 (stereo not given)
  0%, 1, 8, 15%, 1%, 11%, 9%, -27%
- O=[N+]([O-])c1cc(Br)c2nsnc2c1N1CCOCC1
  6%, 0, 5, 3%, -20%, -10%[1.82 µM], 10%, 0%
- O/N=C/c1cccnc1Sc1ccccc1
  7%, -6, 3, 6%, -11%, -4%, -11%, -7%
- COc1ccc(C(c2c(O)nc[nH]c2=O)c2c(O)nc[nH]c2=O)cc1
  -1%, 10, 2, -1%, 6%, -15%, -1%, 5%
- O=C(O)c1cc(S(=O)(=O)NC2CCCc3ccccc32)ccc1O (stereo not given)
  -1%, -11, 0, 3%, -8%, -10%, 6%, 13%
- Cc1oc(/N=C/c2ccc(F)cc2)c(C#N)c1C
  9%, 92, -2, -5%, -5%, 13%, 5%, 0%
- COc1ccc(C(=O)Nc2cc(-c3nn4c(C)nnc4s3)ccc2C)cc1
  1%, 11, 3, 5%, -3%, 8%, 7%, 3%
- O=C(OCC(=O)N1CCCC1=O)c1cccc([N+](=O)[O-])c1
  0%, -18, 7, 16%, 5%, 0%, 11%, 8%
- CCC1(C)Cc2nc(Cl)c(C#N)cc2CO1 (stereo not given)
  -1%, 8, 0, -1%, -2%, 14%, -4%, -19%
- CCN(CC)S(=O)(=O)c1ccc(C(=O)OCCNC(=O)c2cccnc2)cc1
  1%, 18, 2, 1%, 11%, 11%, 9%, 5%
- CCCc1cc(=O)[nH]c2nnc(SCC(=O)NCc3ccc4c(c3)OCO4)n12
  3%, 19, -4, -1%, 8%, 10%, 9%, 0%
- CC(C)=CCCC1=CCC(/C(C)=N/NC(N)=O)CC1 (stereo not given)
  -2%, -5, 2, -8%, -15%, -6%, 18%, nt
- Cn1cc(CN2CCC(n3nccc3NC(=O)Cc3ccccc3)CC2)cn1
  -8%, ?, 2, 10%, 11%, 5%, -9%, nt
- CCOC(=O)N1CCC(Nc2c(NCCCN(CC)c3cccc(C)c3)c(=O)c2=O)CC1
  -1%, -12, -3, 12%, -13%, -11%, -12%, -11%
- O=C(CN1C(=O)NC(CCc2ccccc2)C1=O)NC1CC1 (stereo not given)
  1%, 6, 2, 8%, 2%, 17%, 0%, -6%
- CN(C)C(CNC(=O)CSc1nc2sc3c(c2c(=O)n1C)CCC3)c1ccccc1 (stereo not given)
  -4%, -7, -23, 4%, 0%, -15%, 13%, 9%
- CCOc1ccc(-c2cc(C(=O)N3CCN(c4cccc(C(F)(F)F)c4)CC3)c3ccccc3n2)cc1
  nt, nt, -13, nt, nt, 12%, -12%, 36%

Only Abeta rescue, EPAC2 ag and DRD3 agonist, for two of the compounds above:
Structure | Abeta rescue | EPAC2 ag | DRD3 agonist
O/N=C/c1cccnc1Sc1ccccc1 | -11% | 6% | 3
COc1ccc(C(c2c(O)nc[nH]c2=O)c2c(O)nc[nH]c2=O)cc1 | -1% | -1% | 2

The list goes on.
Results follow in this order: aSyn yeast inh, D3 antag, DRD3 agonist, EPAC2 ag, EPAC2 antag, TDP-43 yeast inh, Abeta rescue, FUS yeast rescue
- COC(=O)[C@H](Cc1ccccc1)NC(=O)C1(OC(C)=O)CC(OC(C)=O)C(OC(C)=O)C(OC(C)=O)C1 (stereo not given in full)
  0%, -3, 11, 13%, 5%, -1%, 4%, 11%
- O=C(CSc1nc(O)cc(=O)[nH]1)N1c2ccccc2Sc2ccccc21
  4%, -18, 16, 18%, -11%, 16%, -8%, ?
- CCOC(=O)c1cnn(Cc2ccccc2)c1N
  2%, 4, -1, 10%, 8%, 10%, 12%, -36%
- CCOC(=O)c1ccc(N=c2sc(C(=O)OC)cc(=O)n2CCCN2CCOCC2)cc1
  2%&-1%, 1&3, 5&0, 6%&4%, 4%&13%, 0%&1%, -2%&-8%, 3%&-9%
- O=C(Nc1cccnc1)c1ccc2c(c1)C(=O)N(Cc1cccnc1)C2=O
  -2%, 26, 2, 5%, 2%, -16%, -2%, 20%
- COc1cc(-c2nnc(NC(=O)c3ccco3)o2)cc(OC)c1OC
  -1%, 25, 5, 1%, 0%, 27%, -2%, 9%
- Cc1cc(Cl)cc(Cl)c1OCCOc1cccc2cccnc12
  -6%, 0, -1, 10%, 8%, 1%, -23%, 5%
- COC(=O)c1ccc(NC(=O)CCN2CCOCC2)cc1
  -1%, 3, 9, 7%, 8%, 13%, -4%, -20%
- COC(=O)C1=C(C)N(Cc2ccccc2)C(=NCC2CC2)N[C@H]1c1ccccc1
  -5%, -27, -16, 5%, 19%, 6%, -6%, 11%
- Cc1nc2ccc(C(=O)OCC(=O)N(C)c3ccccc3)cc2nc1C
  0%, -7, 4, 10%, -11%, -9%, -10%, 19%
- CCOC(=O)/C(C#N)=C/c1cc(C)n(-c2ccccc2)c1C
  -9%, -22, 2, 8%, 3%, 0%, 3%, nt
- COc1cc(/C=C/c2ccc3cccc(OC)c3n2)c(OC(C)=O)c([N+](=O)[O-])c1
  -1%, -53*, -9, -19%, 6%, 7%, -49%[inhibitor], 23%
- CCC(C)NC(=O)Nc1ccccc1F (stereo not given)
  -2%, -17, 2, 1%, 2%, 15%, 0%, nt
- CCN(CC)S(=O)(=O)c1cccc(C(=O)N2CCCc3ccccc32)c1
  -6%, 0, -2, 7%, -5%, 9%, 7%, 15%
- Cc1ccc(CCNC(=O)c2ccc3c(c2)nc2n3CCCCC2)cc1
  nt, nt, -13, nt, nt, 2%, -7%, 9%
- CC(OC(=O)c1ccccc1N1C(=O)C2C3CCC(C3)C2C1=O)C(=O)c1ccccc1 (stereo not given)
  -7%, 14, 1, -14%, -8%, -5%, -3%, 28%
- CC(C)(C)C(=O)Nc1ncccc1C(O)c1cccc(C(F)(F)F)c1 (stereo not given)
  -1%, 8, -7, 2%, -10%, -19%, -20%, 26%
- COc1ccc(NC(=O)c2cnc3ccccn3c2=O)c(OC)c1
  1%, 0, 2, -3%, -7%, 0%, 12%, -10%
